Screens: PubChem, several laboratories
PolyA inh = blocks polyadenylation in yeast reporter cells; S. cerevisiae SKY197-pL101 polyadenylation reporter, beta-gal luminescence; efflux-impaired pdr1/pdr3 knockout yeast; score 100 = 6 SD above DMSO; calls only at 12 µM; AID 1875; 300,000 compounds, 0.02% hits;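 active = lowest replicate activity score at least 50, where 100 means six control SD above control mean; inconclusive = lowest score under 50 but half or more replicates reach 50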;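 note: yeast exposed to compound for 9 h at 30 °C; higher score means more reporter readthrough which indicates perturbed polyadenylation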
DYRK1A inh = Dyrk1A (rat) kinase inhibition | Q63470 | inhibition, % at 12.5 µM | AID 504441 | 310,000 compounds, 0.43% hits | ADP-Glo luminescence, NFATc1 peptide; in the data active = inhibition above about 50%;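 note: plate controls were vehicle with enzyme for no effect and no enzyme for full effect; many of its hits are not listed in these tables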
HSF1 activator = increases HSF-1 driven luciferase reporter signal. activation, % at 9 µM. NIH3T3-HGL HSF-1 luciferase reporter, MG132, 8 h; 100% = twice DMSO control signal. 300,000 compounds, 1.7% hits. AID 504408;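 active = mean replicate activation of at least 50% with a set share of replicates each reaching 50%; inconclusive = only one of those two conditions met; inactive = mean below 50% and too few replicates reaching it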;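 note: 0% = median of the neutral control wells and 100% = twice that signal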
HDAC3 inhib = blocks human histone deacetylase 3. inhibition, % at 8.3 µM. 320,000 compounds, 0.15% hits. recombinant HDAC3, fluorogenic peptide/trypsin coupled, fluorescence. O15379; in the data active = inhibition above about 26%, passing the limit was not always enough; inconclusive = no clear call, values can overlap the other calls
Target sequence (O15379 whole entry, looked up): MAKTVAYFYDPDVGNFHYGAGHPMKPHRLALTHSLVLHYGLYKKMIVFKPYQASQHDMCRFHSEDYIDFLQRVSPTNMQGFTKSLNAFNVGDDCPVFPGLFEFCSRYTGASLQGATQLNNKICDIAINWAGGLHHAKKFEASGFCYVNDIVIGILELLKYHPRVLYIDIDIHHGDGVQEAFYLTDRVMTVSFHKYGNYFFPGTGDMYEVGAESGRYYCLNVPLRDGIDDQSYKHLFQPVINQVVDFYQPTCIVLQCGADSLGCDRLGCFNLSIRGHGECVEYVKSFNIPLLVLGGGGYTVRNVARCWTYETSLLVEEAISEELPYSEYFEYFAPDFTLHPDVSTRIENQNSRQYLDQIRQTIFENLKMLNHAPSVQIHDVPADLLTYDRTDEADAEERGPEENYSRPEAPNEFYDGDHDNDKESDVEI
HSF1 inhib = HSF1 inhibition; NIH3T3-HGL HSE-luciferase, MG132-induced, luminescence 8 h; active compounds read low; 300,000 compounds, 0.77% hits; activity change, negative = inhibition, % at 7.5 µM (by protocol);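 active = more than half of replicate wells show activity change below -50%, luminescence cut by over half; inconclusive = some wells, but at most half, below -50%; inactive = no replicate well below -50%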;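 note: luciferase reports HSF-1 transcriptional activity via heat shock element; 0% = median of DMSO wells and -100% = zero luminescence signal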
GSK3 alpha inh = inhibitors of human GSK-3 alpha kinase | AID 2650 | ADP-Glo luminescence, 60 min | P49840 | inhibition, % at 10 µM | 320,000 compounds, 0.1% hits;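 in the data active = inhibition above about 50%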;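 note: GST-tagged GSK-3 alpha with peptide substrate and 25 µM ATP; 0% = DMSO neutral wells and 100% = GW8510 positive control wells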
AI-2 QS modul = modulators of Vibrio harveyi AI-2 quorum sensing system. activity change, % at 7.5 µM. Vibrio harveyi JMH597 AI-2 luminescence/OD600 ratio, 9 h; active compounds read low; strain lacks LuxN and CqsS sensors; 0 = neutral-control median. 300,000 compounds, 0.4% hits; in the data active = activity change below about -75%, passing the limit was not always enough; inconclusive = no clear call, values can overlap the other calls;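 note: luminescence divided by OD600 gain over 9 h not by final OD600 alone; inactives centre near 13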
GSK3B inh = blocks human GSK3beta kinase activity | P49841 | GST-GSK3beta kinase, ADP-Glo luminescence, 60 min; active compounds read low | activity score (negative = inhibition), % at 10 µM | 300,000 compounds, 0.038% hits;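 active = more than half of replicate wells score below -50%, meaning over 50% inhibition versus plate controls; inconclusive = some replicates but at most half score below -50%; inactive = no replicate scores below -50%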;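 note: 0% = median DMSO wells and -100% = median GW8510 positive control wells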
Target sequence (P49841 whole entry, looked up): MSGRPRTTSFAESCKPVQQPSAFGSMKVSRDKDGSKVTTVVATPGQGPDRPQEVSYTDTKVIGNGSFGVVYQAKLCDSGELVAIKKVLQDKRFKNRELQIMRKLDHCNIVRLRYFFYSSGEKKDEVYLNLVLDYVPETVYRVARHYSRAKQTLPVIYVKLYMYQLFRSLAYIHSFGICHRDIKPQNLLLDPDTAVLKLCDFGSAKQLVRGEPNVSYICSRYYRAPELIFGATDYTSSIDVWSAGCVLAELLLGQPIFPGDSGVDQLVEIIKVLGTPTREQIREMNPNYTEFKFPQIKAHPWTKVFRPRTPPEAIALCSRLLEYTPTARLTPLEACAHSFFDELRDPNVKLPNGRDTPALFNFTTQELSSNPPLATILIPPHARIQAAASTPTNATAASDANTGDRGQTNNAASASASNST
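Assay system: GST-tagged human GSK3beta kinase, cell-free; Input: 1.6 ng GSK3beta; Medium: Tris/MgCl2 kinase buffer; Timing: 60 min enzyme reaction, room temperature; Signal: ADP-Glo luminescence quantifying ADP generated by kinase; Evaluation: score relative to plate controls; Benchmarks: DMSO neutral wells and GW8510 at 20 µM as positive.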
Platelet DG rel = platelet dense granule release activity | human platelet-rich plasma, SFLLRN dense granule ATP release, luminescence | inhibition, %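 (compounds screened at 7.5 µM in platelet-rich plasma)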 | 300,000 compounds, 0.22% hits | AID 1663;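 active = mean replicate score, as percent of positive control, at or above 50; inconclusive = mean below 50 but at least one replicate at or above 50; inactive = mean and every replicate below 50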
HSP90 refold inh = HSP90 refolding inhibition in rabbit reticulocyte lysate; AID 1789; luciferase refolding luminescence, 3 h; 290,000 compounds, 0.91% hits; inhibition, % at 5.6 µM;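 active = inhibition above the screen-wide mean plus 3 SD, computed separately per campaign, cut at about 16% in these data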;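 note: 0% = DMSO wells and 100% = 60 µM geldanamycin wells; inhibitors lower the luminescence because luciferase stays unfolded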
The depositor's hits bear a star; i = inactive; ? = inconclusive; nt = not tested or not shown.

SMILES	PolyA inh	DYRK1A inh	HSF1 activator	HDAC3 inhib	HSF1 inhib	GSK3 alpha inh	AI-2 QS modul	GSK3B inh	Platelet DG rel	HSP90 refold inh
O=C(CN1CCN(Cc2ccccc2)C1=O)NCc1ccc(Cl)cc1	i	-7	-1	2	-2	0	29	5	7	3
CCCc1[nH]n(-c2nc3ccccc3s2)c(=O)c1C=NCCN1CCOCC1	i	17	-2	8	0	-2	17	-1	-1	-3
CCCCN(C1CCS(=O)(=O)C1)S(=O)(=O)c1ccc(OC)c(OC)c1 (stereo not given)	i	-9	12	-8	-2	-1	24	0	-5	nt
O=C1CN(C(=O)COC(=O)C2CC(=O)N(Cc3ccco3)C2)c2ccccc2N1 (stereo not given)	i	3	-13	15	-6	2	22	-1	6	0
O=C(OCC(=O)N1CCN(c2ccccc2)CC1)c1cccs1	i	17	4	1	6	-3	30	-1	2	nt
CC(Oc1ccc(Cl)cc1)C(=O)Nc1sccc1C(N)=O (stereo not given)	i	5	3	3	-3	1	1	2	-15	2
O=C(COC(=O)CNC(=O)C1CCCCC1)Nc1ccc(Cl)cc1F	i	3	2	1	-5	-2	23	1	4	2
CN1CCN(C(=O)C(N)Cc2ccccc2)CC1 (stereo not given)	i	-6	5	-4	6	-3	6	4	19	3
c1ccc(-c2ccccc2-c2nc(-c3cccnc3)no2)cc1	i	nt	-14	-3	-7	-1	15	-1	nt	0
Cc1cc(C)cc(N(C(=O)CNC(=O)c2ccco2)C(C(=O)NC2CCCCC2)c2ccncc2)c1 (stereo not given)	i	-1	32	-6	3	-1	25	0	-7	-3
N#CCC(=O)N/N=C/c1ccc(Sc2nc3ccccc3s2)o1	i	5	17	-9	1	0	-53	1	-1	-7
COc1cccc(CN2CCCC(C(=O)N3CCCCC3)C2)c1 (stereo not given)	i	-2	6	-7	-6	-2	21	6	-1	-1
COc1cccc2sc(N3CCN(C(=O)c4ccco4)CC3)nc12	i	10	-1	-1	-4	-2	11	0	4	nt
Cc1cc(N2CCN(C(=O)c3ccco3)CC2)c2ccccc2n1	i	7	-7	7	-3	3	1	-26	2	2
Cc1c(CCO)c(=O)[nH]n1C(=O)c1c(F)cccc1F	i	-1	48	-7	7	0	6	-1	1	0
O=C(c1cnn2c(C(F)F)cc(-c3ccccc3)nc12)N1CCSCC1	i	2	-7	4	-9	2	24	2	0	-2
CCN(CC(=O)Nc1c(F)cccc1F)C(=O)c1ccc(C(F)(F)F)cc1	i	-1	16	-10	-8	-3	10	-2	1	3
COc1cc(/C=C/C(C)=O)cc(OC)c1OC	i	-2	11	4	1	2	17	0	0	5
O=C(Nc1ccc2sccc2c1)c1cccc(N2C(=O)CCC2=O)c1	i	nt	49	4	15	-1	26	-22	-7	-3
Cc1ccc(C(=O)c2cccc(N)c2)cc1C	i	3	-15	2	-8	nt	19	-4	3	-2
O=C(Nc1nncs1)C1COc2ccccc2O1 (stereo not given)	i	0	-1	-7	9	3	12	0	2	3
CC(=O)Nc1ccc(C2Nc3ccccc3C(=O)N2C2CCCCC2)cc1 (stereo not given)	i	3	-16	-27	-4	-2	6	4	6	-1
COc1ccccc1N1CCN(/N=C/c2ccc(C(=O)O)cc2)CC1	i	-1	-49	1	-44	-1	41	0	-4	46*
CCC1CCC(C(=O)NC(C(=O)Nc2ccc3c(c2)OCCO3)C(C)C)CC1 (stereo not given)	i	1	39	-2	3	-2	9	3	2	6
Cc1ccc(S(=O)(=O)N2CCN(C(=O)N3CCOCC3)C2C)cc1 (stereo not given)	i	-4	12	7	-5	-1	13	1	-2	5
CCc1nc(NC(=O)Cc2csc(C)n2)sc1C(=O)OC	i	-1	-1	3	6	-1	8	-1	-3	3
Cc1ccc2oc(=O)cc(CN3CCC(C)CC3)c2c1	i	7	27	-3	3	-2	20	4	-2	-2
CCOC(=O)CN(C(=O)COc1nc(-c2ccccc2)cc(C)c1C#N)c1ccc(C)cc1	i	2	10	-1	1	-2	20	-4	-14	-1
CCOc1ccc(N(CC(=O)Nc2c(C)cccc2C)S(=O)(=O)c2c(C)[nH]c(=O)[nH]c2=O)cc1	i	0	-18	-2	-4	0	1	-1	-1	2
O=C(Cn1ccsc1=NC(=O)C(F)(F)F)c1ccccc1	i	1	3	-4	9	2	5	2	-6	-1
CCOC(=O)c1ccccc1Nc1cc(C)nc2nc(C)nn12	i	9	-17	12	-3	0	-6	0	-4	-4
Cc1nc(-c2ccc(S(=O)(=O)N3CCCCCC3)cc2)cs1	i	-4	23	2	10	-2	27	1	7	-3
Cc1ccc(N2CCN(CC(O)COc3cccc4ccccc34)CC2)cc1 (stereo not given)	i	-2	-14	16	-6	-1	28	4	8	0
CCC(=O)Nc1nnc(SCCOC)s1	i	-8	1	0	0	-1	16	-1	-2	-2
CCOC(=O)C1CCCN(S(=O)(=O)c2cc3c4c(c2)CCN4C(=O)CC3)C1 (stereo not given)	i	4	3	4	4	-7	6	2	7	nt
O=C(NCC1CCCO1)c1cc2n(n1)C(C(F)(F)F)CC(c1ccc(F)cc1)N2 (stereo not given)	i	0	5	-1	-5	-1	22	-2	-5	4
Clc1ccc(OCc2nn3c(-c4ccccc4)nnc3s2)c(Cl)c1	i	-2	-14	-3	-3	-3	6	-3	11	0
COc1ccc(/C=N/NS(C)(=O)=O)c(OC)c1	i	-5	6	2	-2	-1	13	1	3	3
Cc1cc(S(=O)(=O)N2CCCC2)ccc1OCC(=O)NC1CCCC1	i	0	-11	-9	-1	1	15	-2	10	2
O=C(c1ccco1)N1CCN=C1SCc1ccccc1F	i	12	-58	-5	?	-2	-1	2	20	3
COC(=O)C1=C(C)N(CCC2=CCCCC2)C(=O)C1	i	-10	16	2	2	2	10	0	-2	1
Cc1cc(C)n(CC(C)Nc2nc3nonc3nc2N2CCCCC2)n1 (stereo not given)	i	2	nt	-4	nt	8	7	2	-5	-2
O=C(CSc1nnc(-c2ccco2)n1Cc1ccccc1)NC(=O)NCc1ccccc1	i	1	3	6	1	0	-4	4	2	2
CN(C)S(=O)(=O)c1ccc(C(=O)NCc2nnc(SCC(=O)c3ccccc3)o2)cc1	i	5	8	-1	2	1	15	2	-8	-2
Cc1c(/C(O)=C2/C(=O)C(=O)N(CCN3CCOCC3)C2c2ccccn2)cnn1-c1ccccc1 (stereo not given)	i	3	-86	-1	-85*	0	2	-3	1	76*
Cc1cc(C)c2oc(C(=O)N3CCN(C)CC3)cc(=O)c2c1	i	0	20	-6	14	-6	4	1	2	1
O=C1c2ccccc2S(=O)(=O)N1Cc1c(F)cccc1Cl	i	5	2	1	-5	0	2	2	-1	2
CN(C)N=Nc1ccc(S(=O)(=O)N2CCSC2C(=O)O)cc1 (stereo not given)	i	12	-8	-3	1	-4	15	-4	-3	8
COc1ccc(Nc2sc(C(=O)Nc3cccc(Cl)c3)c(N)c2C(=O)Nc2ccccc2OC)cc1	i	nt	20	-1	5	1	29	1	-12	2
COc1ccc(/C=N/n2nnnc2N)cc1OC	i	2	2	4	-7	6	23	-18	8	2
COCCNC(=O)CN(C)S(=O)(=O)c1ccc2c(c1)OCCO2	i	-1	24	-4	-5	-2	-1	3	5	1
COc1cc(C(=S)N2CCOCC2)cc(OC)c1OC(=O)c1ccc([N+](=O)[O-])cc1[N+](=O)[O-]	i	1	-21	-2	-3	1	4	-4	3	7
COc1ccc(Cn2c(=O)[nH]c3cc(C(=O)Nc4ccccc4C)ccc32)cc1	i	0	-3	-4	-3	-1	-2	-1	2	3
Cc1ccccc1OCC(=O)NC(C)c1ccccc1 (stereo not given)	i	-1	-12	2	5	-2	7	-1	-3	-2
Cn1nccc1C(=O)Nc1sc2c(c1C(N)=O)CCCC2	i	5	3	-1	13	2	10	0	4	-1
CN(CCC1CCOCC1)C(=O)CC1C(=O)NCCN1Cc1c(F)cccc1Cl (stereo not given)	i	-5	-1	-3	-11	1	1	2	-12	3

Some of the compounds tested (hit frequency here may not be typical).
